ALDH1A1 block: ALDH1A1 (human) enzyme inhibition | P00352 | Purified ALDH1A1, NADH fluorescence, propionaldehyde substrate | 220,000 compounds, 7.3% hits | AID 1030 | Potency, µM (doses to about 75.3 µM), without a hit: at the highest dose activity, negative = inhibition, usual class: inhibitors; active means well fitted inhibition curve with a large enough effect, not every such curve was filed as active; inconclusive means small, poorly fitted or top-dose-only effect, or another doubt; inactive means no such curve, though single readings can be large or run the other way;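 further: plate controls were no enzyme wells and a reference inhibitor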
Tau fluor counter: counter-screen for tau fibril formation inhibitors | tau K18 P301L Alexa594 fluorescence, heparin fibrillization | Potency, µM (titrated, usually from 57.7 µM), without a hit: top-dose activity change, negative = decrease | 280,000 compounds, 0.93% hits | AID 1463; further: on the % scale 0 is the no-effect control and ±100 the full control effect; nearly all actives have a fitted effect of over 55% in size
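Human tau K18 P301L (15 uM unlabeled, 0.24 uM Alexa 594-labeled) in 100 mM sodium acetate pH 7 with 20 uM heparin, 6 hr at 37 C. ThT 30 uM added, 1 hr ambient; Alexa 594 FP and total fluorescence read at 555/632 nm.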
NPSR antagonist: neuropeptide S receptor (human) antagonism, cAMP. AID 1461. Potency, µM (highest dose often 38.3 µM), without a hit: at the top dose activity change, negative = inhibition, hits mostly inhibitors. 220,000 compounds, 1% hits. Q6W5P4. CHO-NPSR cells, cAMP TR-FRET, antagonist mode; further: on the % scale 0 is the no-effect control and ±100 the full control effect; nearly all actives have a fitted effect of over 50% in size; many of its hits are not listed in these tables
Target sequence (Q6W5P4 whole entry, looked up): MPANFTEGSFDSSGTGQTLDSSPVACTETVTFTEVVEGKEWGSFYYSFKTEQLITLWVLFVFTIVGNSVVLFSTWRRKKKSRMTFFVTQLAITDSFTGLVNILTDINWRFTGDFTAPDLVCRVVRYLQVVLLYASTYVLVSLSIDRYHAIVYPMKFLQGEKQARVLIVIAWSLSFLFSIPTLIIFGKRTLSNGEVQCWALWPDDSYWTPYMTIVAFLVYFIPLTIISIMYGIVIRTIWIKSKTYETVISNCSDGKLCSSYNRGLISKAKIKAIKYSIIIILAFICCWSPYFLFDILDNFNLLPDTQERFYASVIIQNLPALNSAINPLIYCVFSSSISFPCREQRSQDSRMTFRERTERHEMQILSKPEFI
GLA spleen mod: inhibits or activates alpha-galactosidase in human spleen homogenate; Potency, µM (top dose mostly 80 µM), for inactives: at the top dose activity change, negative = inhibition, actives largely listed as inhibitors; human spleen homogenate, 4MU-alpha-Gal fluorescence, 40 min; 240,000 compounds, 0.008% hits;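 further: 0% = enzyme with vehicle and -100% = no enzyme basal signal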
Target sequence (P06280 32-429 limits assumed): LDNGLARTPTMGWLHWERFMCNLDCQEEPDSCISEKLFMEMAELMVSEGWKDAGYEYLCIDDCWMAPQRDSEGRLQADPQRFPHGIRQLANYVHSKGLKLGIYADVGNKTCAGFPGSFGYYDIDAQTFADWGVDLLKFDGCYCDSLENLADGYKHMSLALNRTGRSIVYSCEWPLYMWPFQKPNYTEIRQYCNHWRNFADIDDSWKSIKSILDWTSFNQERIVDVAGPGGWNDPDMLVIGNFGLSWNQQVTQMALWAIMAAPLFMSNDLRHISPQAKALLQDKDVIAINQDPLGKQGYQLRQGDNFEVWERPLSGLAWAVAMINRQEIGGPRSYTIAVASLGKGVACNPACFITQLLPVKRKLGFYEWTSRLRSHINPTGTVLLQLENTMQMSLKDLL
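Fluorogenic readout (Ex 365/Em 440 nm) of 4-methylumbelliferone released from 1 mM 4-MU-alpha-galactoside by spleen homogenate, 40 min at 37C, pH 5.0. Data normalized to no-enzyme and enzyme controls; Hill-equation AC50 from compound titrations.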
GAA inh: alpha-glucosidase (human) inhibition | P10253 | purified human GAA, 4-MU-alpha-glucoside fluorescence | Potency, µM (series often up to 76.9 µM), without a hit: at the highest dose activity change, negative = inhibition, hits mostly inhibitors | 200,000 compounds, 0.005% hits | AID 1466;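 further: plate controls were uninhibited enzyme wells for no effect and no-enzyme background for full effect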
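Fluorogenic assay: 4 nM human alpha-glucosidase with 400 uM 4-methylumbelliferyl-alpha-D-pyranoside in 50 mM citrate/phosphate, 0.005% Tween-20, pH 5.0, 20 min at room temperature. Compounds tested up to 77 uM; AC50 from Hill fits.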
Epigenetic derep: epigenetic control regulation, reporter derepression; murine LDR cells, GFP reporter derepression, 30 h; Potency, µM (top dose mostly 53.9 µM), inactives show at the highest dose GFP activation, most hits filed as activators; 280,000 compounds, 0.2% hits; AID 1865; further: % of control where 0% means no effect; nearly all actives have a fitted effect of over 60% in size
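Derepression of a silenced CMV-GFP reporter in murine LDR cells is scored by enumerating GFP-positive cells with a laser-scanning microplate cytometer after 30 hours of treatment at 37 C.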
aGlu spleen mod: inhibits or activates alpha-glucosidase in human spleen homogenate; AID 2112; 240,000 compounds, 0.006% hits; P10253; Potency, µM (doses to about 79.9 µM), for inactives: at the top dose activity change, negative = inhibition, hits mostly inhibitors; human spleen homogenate, 4-MU-alpha-glucoside fluorescence;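 further: 0% = enzyme with vehicle and -100% = no enzyme basal signal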
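AC50 values come from Hill-equation fits of concentration-response data, normalized to no-enzyme and full-activity controls. Enzyme source: 1 ug human spleen homogenate; 1 mM fluorogenic 4-MU glucoside, pH 5.0 citrate buffer, 37 C, 40 min.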
GAA glycogen: GAA glycogen-cleavage inhibition or activation; Potency, µM (highest dose often 76.4 µM), for inactives: at the top dose activity change, negative = inhibition, most hits filed as inhibitors; AID 2100; P10253; 300,000 compounds, 0.38% hits; recombinant GAA, glycogen substrate, Amplex Red glucose oxidase fluorescence;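 further: 0% = full enzyme reaction and -100% = no-enzyme basal signal; the screen sought inhibitors and activators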
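qHTS, 1536-well; enzyme 4 nM final; cpd up to 77 uM; substrate bovine liver glycogen 30 ug; 50 mM citrate/phosphate pH 5.0, 0.01% Tween-20; 37 C, 40 min; Amplex Red detection 45 min RT; Hill fit → AC50.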
The depositor's hits bear a star; ? = inconclusive; nt = not tested or not shown; & = joins results of further samples; [ ] = remark or other dose. Unless noted, the call rests on the fitted dose curve; in most records, active means well fitted curve in the direction sought with a large enough effect; inconclusive means small, poorly fitted or top-dose-only effect, or another doubt; inactive means no such curve, though single readings can be large; an effect the other way counts as inactive or inconclusive. Potency means the concentration at half of the fitted maximal effect. Only part of the results is shown. The share of hits here may be higher or lower than overall.

Every second line gives: Tau fluor counter, GAA glycogen, ALDH1A1 block, aGlu spleen mod, GLA spleen mod, GAA inh, Epigenetic derep, NPSR antagonist
COc1cc(/C=C/C(C)=O)cc(OC)c1OC
  -5%, -4%, -3%, -11%, -13%, ?, 0.8%, 4%[46.1 µM]
COc1cc2c(cc1OC)CN(CC(=O)Nc1ccc3c(c1)OC(F)(F)O3)CC2
  -21%, 1%, 11%, -19%, 3%, -4%, 0.1%, -12%[46.1 µM]
COc1ccc(C(=O)N(NC(=O)Oc2ccccc2)C(C)(C)C)cc1
  -6%, 7%, -2%, 5%, -2%, -5%, 1.3%, 4%
CC(C)Oc1ccc(C(=O)Nc2ccc(Cl)c(S(=O)(=O)Nc3ccc(Cl)cc3)c2)cc1
  ?, 15%, 2%, 7%, -1%, -11%, 1.9%, -50%
O=C(NC1CCCCC1)C(c1ccc(F)cc1)N(Cc1ccccc1)C(=O)CN1C(=O)c2ccccc2S1(=O)=O (stereo unspecified)
  10%, 11%, 0%, -3%, -8%, 3%, 1.5%, -6%
CSCCC1C(C#N)=C(N)Oc2n[nH]c(-c3cccs3)c21 (stereo unspecified)
  -17%, -13%, 31%[activator], -2%, 6%, 3%, -0.2%, -10%[46.1 µM]
COC(=O)Cc1c(C)c2ccc(OCC(C)=O)c(C)c2oc1=O
  3%, -4%, ?, -3%, 1%, -2%, 0.0%, -20%[46.1 µM]
Cc1nn(CCO)c2c1C(=O)CCC2
  6%, -3%, -7%, 1%, -1%, -7%, 0.0%, 7%[46.1 µM]
COc1cc2c(cc1OC)CN(C(=O)CSc1nnc(C)s1)CC2
  -7%, 0%, ?, -3%, 1%, -4%, -0.2%, -7%[46.1 µM]
CS(=O)(=O)N(CC(=O)NCCC1=CCCCC1)c1cccc([N+](=O)[O-])c1
  -3%, 17%, 2%, -6%, -9%, 2%, -0.1%, -3%
Cc1cccc(NS(=O)(=O)c2cc(C(=O)N3CCc4ccccc4C3)ccc2Cl)c1C
  -14%, -5%, -1%, -1%, 3%, -4%, -1.2%, ?
COc1ccc2[nH]cc(CCNS(=O)(=O)c3ccc(NC(C)=O)cc3)c2c1
  -16%, -30%, 1%, -1%, -8%, -7%, -1.2%, 10%
N/C(=N\OC(=O)Cc1ccc([N+](=O)[O-])cc1)c1cccc(Br)c1
  ?, 6%, -8%, -16%, -7%, -8%, 0.5%, 10%
O=C(NNS(=O)(=O)c1ccccc1)c1ccncc1
  -1%, ?, 10%, -7%, -2%, -15%, 4.4%, 16%[46.1 µM]
COc1ccc(/C=C2\SC(=O)N(CC(=O)NNC(=O)c3ccccc3O)C2=O)cc1OC
  -19%, 11%, ?, -7%, -5%, -7%, -2.2%, -18%
Cc1ccccc1C(=O)N/C(=C/c1ccc(-c2cccnc2Cl)o1)C(=O)NCCCN1CCN(C)CC1
  3%, 0%, -12%, -17%, 0%, 8%, -1.9%, -24%[46.1 µM]
Cc1[nH]c2ccccc2c1SCCNC(=O)c1ccc(Br)o1
  ?, -21%, -2%, -2%, 8%, -9%, 6.0%, -18%[46.1 µM]
CC1(C)CC(=O)C=C(Nc2ccc(F)cc2F)C1
  0%, -6%, ?, -1%, 2%, -8%, -2.9%, -10%[46.1 µM]
CSCCC(NC(=O)COc1ccccc1)C(=O)OCC(=O)c1cc2ccccc2o1 (stereo unspecified)
  -16%, 3%, ?, -15%, 3%, -8%, 3.2%, -15%[46.1 µM]
CN1CCC(=O)N(CCSc2ccc(Br)cc2)CC1
  -1%, 3%, nt, -7%&-1%, -2%&-5%, nt, 0.0%, 24%
CCNc1sc(C(=O)c2cccs2)c(N)c1C#N
  ?, 3%, 8.9µM*, -2%, 1%, -7%, 0.0%, 0%[46.1 µM]
COc1ccccc1COCC(O)CNCC1(N2CCCCC2)CCCCC1 (stereo unspecified)
  -5%, 6%, ?, -9%, -5%, 2%, -5.4%, 1%[46.1 µM]
CCn1c(C)c(/C=N/Nc2nc3ccccc3s2)c2ccccc21
  7.1µM*[quencher], 25µM*, ?, -10%, 0%, 1%, 3.8%, -28%[46.1 µM]
COc1ccc(S(=O)(=O)N2CCC(C(=O)Nc3ccccc3C)CC2)c2cccnc12
  -15%, -10%, 22µM*, 0%, 11%, ?, -2.9%, -30%[46.1 µM]
Fc1cccc(F)c1CSc1nc2ccccc2[nH]1
  1%, 1%, -4%, 3%, -2%, -14%, -1.0%, -6%[46.1 µM]
COc1ccc(NS(=O)(=O)c2ccc(C)c(NC(=O)NC3CCCCC3)c2)cc1
  ?, -6%, ?, -2%, 0%, -13%, 3.1%, -47%
COc1cccc2sc(NC(=O)c3ccc(Br)s3)nc12
  -21%, 8%, ?, 6%, -4%, -2%, 3.1%, ?
CN(C)c1nc(N)nc(CSc2nc3c(c(=O)n(C)c(=O)n3C)n2Cc2ccccc2F)n1
  -3%, 5%, 3%, 6%, -6%, 6%, 3.6%, 10%
CCOC(=O)C1(CCOc2ccccc2)CCN(Cc2ccncc2)CC1
  -8%, -3%, ?, 0%, 4%, 5%, 1.1%, 2%
COc1ccc(CNC(=O)COC(=O)/C=C/c2cccc(Br)c2)cc1OC
  -6%, 1%, -5%, -2%, -6%, 5%, 2.5%, 8%
COc1cccc(OCCCn2cc(/C=C3/C(=N)N4C=C(C)SC4=NC3=O)c3ccccc32)c1
  11%, 10%, -14%, 4%, 5%, 5%, 2.6%, -7%
Cc1ccc2c(c1)N(CC(=O)NCc1cccs1)C(=O)CO2
  4%, -3%, 0%, -2%, 7%, 1%, 0.9%, ?
O=C(NC12CC3CC(CC(C3)C1)C2)C1CC(=O)N(c2ccccc2)C1 (stereo unspecified)
  0%, 4%, -6%, -4%, -2%, 0%, 1.2%, 6%[46.1 µM]
CCOc1cccc(C2C(C#N)=C(N)Oc3cc(C)oc(=O)c32)c1OCC (stereo unspecified)
  1%, 12%, 7%, 6%, 5%, 3%, -5.5%, -9%[46.1 µM]
CC(C)/C=N\NC(=O)CCCCC(=O)N/N=C/C(C)C
  -4%, -3%, -2%, 3%, 6%, 3%, -1.1%, 6%
CC(=O)Nc1ccccc1NC(=O)CN(C)S(=O)(=O)c1ccc(C)cc1
  0%, -1%, -2%, -5%, -2%, -1%, 0.0%, -2%[46.1 µM]
COCc1cc(Sc2ccc(Br)cc2)nc(-c2ccccc2)n1
  -12%, -10%, -1%, -7%, -6%, -9%, 7.4%, -10%[46.1 µM]
O=C(COC(=O)c1ccc(CO)cc1)Nc1ccc(OC(F)F)cc1
  -9%, 9%, 6%, 1%, -6%, 1%, 1.1%, -2%
Cc1cc(OI)c(C(C)C)cc1-c1cc(C(C)C)c(OI)cc1C
  -7%, nt, 7%, -3%&-4%, -16%&22%, nt, -0.8%, nt
CCCC(=O)Nc1cc(C(F)(F)F)ccc1N1CCOCC1
  -7%, 4%, 3.2µM*, -5%, 7%, 4%, -0.1%, 6%
O=C(Cn1cc(C(=O)COc2ccccc2)c2ccccc21)NCc1ccco1
  -15%, 5%, ?, 3%, 0%, -4%, 0.1%, ?
CCOc1ncccc1C(=O)Nc1cccc(-c2nc3cccnc3s2)c1
  ?, 3%, nt, -3%, -3%, nt, 2.5%, ?
COc1ccc(C2Nc3ccccc3C(=O)N2NS(C)(=O)=O)cc1 (stereo unspecified)
  -3%, 1%, ?, 6%, -18%, 9%, -0.3%, 12%
COc1ccc(-c2nn(CCC#N)cc2/C=N/O)cc1
  1%, 2%, -2%, -4%, 3%, -4%, -2.9%, 6%
CCCC(c1nnnn1Cc1ccco1)N1CCN(C(=O)c2ccco2)CC1 (stereo unspecified)
  -6%, 9%, 13µM*, -3%, -1%, -2%, 5.6%, -10%[46.1 µM]
O=c1c2ccccc2c2ccccc2c(=O)n1Cc1cccnc1
  8%, -1%, 1%, -9%, -6%, 2%, 0.0%, -3%[46.1 µM]
CCOC(=O)c1nnn(-c2nonc2-n2cccc2)c1CN1CCC(C(=O)OCC)CC1
  -2%, -10%, -12%, -4%, -3%, -8%, 0.8%, ?
C/C(=N\NC(=O)CN(c1ccccc1Br)S(C)(=O)=O)c1ccc2c(c1)OCCO2
  -1%, 7%, -8%, -15%, -2%, 2%, -0.9%, -12%

Source: PubChem BioAssay (National Center for Advancing Translational Sciences (NCATS))
